Compound activity (PubChem BioAssay)
Sm TGR inh: qHTS Assay for the Inhibitors of Schistosoma Mansoni Peroxiredoxins. AID 485364, 2010. hit rate 3% among 360,000. Potency, µM (top dose mostly 114 µM), for inactives: top-dose activity change, negative = inhibition, most hits filed as inhibitors. Schistosoma mansoni thioredoxin glutathione reductase (TGR), Q962Y6. purified TGR, DTNB reduction, TNB absorbance 405 nm; note: potency is the fitted concentration of half-maximal effect; nearly all actives have a fitted effect of over 60% in size
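Kinetic colorimetric format: TGR-catalysed, NADPH-driven DTNB reduction monitored via TNB absorbance. Enzyme dispensed at 20 nM; compound exposure 15 min at room temperature before reaction start.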
AMA1 RON2 block: qHTS for Inhibitors of AMA1-RON; Towards Development of Antimalarial Drug Lead: Primary Screen. Potency, µM (series often up to 58.2 µM), without a hit: at the highest dose activity change, negative = inhibition, usual class: inhibitors. Plasmodium falciparum AMA1 (3D7) - RON2 peptide interaction. AlphaScreen AMA1-biotinylated RON2 peptide binding. hit rate 0.2% among 360,000;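 note: potency is the fitted concentration of half-maximal effect; 0% = vehicle wells and -100% = peptide control; nearly all actives have a fitted effect of over 45% in size; some results filed as inactive show a strong effect at the top dose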
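AMA1 (3D7) with his tag at 25 nM final met compounds first, then biotinylated RON2 peptide at 25 nM; detection used donor plus acceptor beads, 10 µg/mL apiece, read by AlphaScreen after 30 min at room temperature.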
HCMV inh: qHTS Assay for inhibitors of the human cytomegalovirus (HCMV); HFF cells, HCMV-luciferase reporter, 72 h; stronger effect = lower value; activity change, negative = inhibition, % at 57.5 µM; hit rate 4.5% among 410,000; in the data active = activity change below about -60%; inconclusive = no clear call, values can overlap the other calls; inactive = above about -39%
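Two-dose cell screen: HFF monolayers treated with compounds and infected with luciferase-expressing HCMV at 1 PFU/cell, 72 h at 37C, then lysed for luciferase measurement.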
AmpC detergent: qHTS Inhibitors of AmpC Beta-Lactamase (assay with detergent); P00811; AmpC hydrolysis of nitrocefin, absorbance 480 nm, 0.01% Triton; Potency, µM (doses to about 114 µM), inactives show at the top dose activity change, negative = inhibition, most hits filed as inhibitors; hit rate 0.041% among 370,000;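 note: potency is the fitted concentration of half-maximal effect; 0% = no-compound wells and -100% = no-enzyme wells; nearly all actives have a fitted effect of over 25% in size; some results filed as inactive show a strong effect at the top dose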
Target sequence (P00811 whole entry, looked up): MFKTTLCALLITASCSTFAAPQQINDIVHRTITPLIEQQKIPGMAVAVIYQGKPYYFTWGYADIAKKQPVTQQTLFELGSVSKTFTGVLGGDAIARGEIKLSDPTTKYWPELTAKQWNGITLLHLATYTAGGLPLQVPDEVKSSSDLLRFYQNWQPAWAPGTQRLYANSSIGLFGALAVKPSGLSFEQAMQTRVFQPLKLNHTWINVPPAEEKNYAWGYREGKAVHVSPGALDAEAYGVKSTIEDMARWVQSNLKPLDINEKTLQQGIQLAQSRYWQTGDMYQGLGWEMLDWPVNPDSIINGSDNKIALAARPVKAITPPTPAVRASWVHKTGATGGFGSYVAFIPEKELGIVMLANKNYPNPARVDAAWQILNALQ
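AmpC (5.3 nM in the dispensed reagent) in 20 mM phosphate pH 7.0 with 0.01% (detergent screen) or 0.0001% Triton X-100 was preincubated with compounds for 15 min at room temperature. Nitrocefin was then added from an 800 uM solution, and hydrolysis was followed at 480 nm.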
Giardia FBPA inh: qHTS Assay for Inhibitors of Fructose-1,6-bisphosphate Aldolase from Giardia Lamblia. AID 2451, 2010. hit rate 0.71% among 290,000. A8B2U2. purified Giardia FBPA. Potency, µM (doses to about 59.6 µM), inactives show at the highest dose activity, negative = inhibition, most hits filed as inhibitors; note: potency is the fitted concentration of half-maximal effect; nearly all actives have a fitted effect of over 55% in size
Target sequence (A8B2U2 whole entry, looked up): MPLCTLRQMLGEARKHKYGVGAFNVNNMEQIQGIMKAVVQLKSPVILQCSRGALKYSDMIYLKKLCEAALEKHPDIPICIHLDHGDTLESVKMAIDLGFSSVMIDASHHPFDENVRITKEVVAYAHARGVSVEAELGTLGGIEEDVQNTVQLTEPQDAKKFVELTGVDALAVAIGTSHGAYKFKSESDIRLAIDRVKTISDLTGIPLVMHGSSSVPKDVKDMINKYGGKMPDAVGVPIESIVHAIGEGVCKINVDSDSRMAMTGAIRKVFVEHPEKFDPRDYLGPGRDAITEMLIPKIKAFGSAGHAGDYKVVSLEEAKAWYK
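Giardia FBPA (40 nM reagent) was preincubated 10 min at RT with compound (up to 57.5 uM final), then substrate plus GAPDH/TPI/NAD/arsenate coupling system with diaphorase/resazurin was added; resorufin fluorescence (525/598 nm) was read after 20 min.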
AmpC no deterg: qHTS Inhibitors of AmpC Beta-Lactamase (assay without detergent). AmpC nitrocefin hydrolysis, absorbance 480 nm, 0.0001% Triton. Potency, µM (top dose mostly 57.1 µM), without a hit: top-dose activity change, negative = inhibition, most hits filed as inhibitors. hit rate 0.52% among 330,000. AID 485341, 2010;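 note: potency is the fitted concentration of half-maximal effect; plate controls were no compound for no effect and no enzyme for full effect; nearly all actives have a fitted effect of over 20% in size; some results filed as inactive show a strong effect at the top dose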
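AmpC (5.3 nM in the dispensed reagent) in 20 mM phosphate pH 7.0 with 0.01% (detergent screen) or 0.0001% Triton X-100 was preincubated with compounds for 15 min at room temperature. Nitrocefin was then added from an 800 uM solution, and hydrolysis was followed at 480 nm.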
Starred values were filed as active, the others as inactive; ? = inconclusive; . = not tested or not shown; & = joins results of further samples; [ ] = dose if it differs, or a comment. Unless noted, calls come from the whole dose curve; as a rule, active = well fitted curve in the direction sought with a large enough effect; inconclusive = small, poorly fitted or top-dose-only effect, or another doubt; inactive = no such curve, though single readings can be large; an effect the other way counts as inactive or inconclusive. Unless noted, % is set by controls: 0 for no effect and ±100 for the full control effect. Outcome played no part in choosing rows (roughly 7.8% active in at least one column).

no.	structure	Sm TGR inh	AMA1 RON2 block	HCMV inh
1	CC1Cc2ccccc2N1C(=O)COc1cccc(-n2cnnn2)c1 (centres undefined)	?	-13%	-19
2	COC(=O)CCC(=O)NS(=O)(=O)c1ccc(N=NN2CCOCC2)cc1	-5%	-22%	1
3	O=C1NC(c2ccccc2)(C(F)(F)F)SC2=NCCCN12 (centres undefined)	-3%	17%	-8
4	CCCOc1ccc(/C=N/NC(=O)c2c(-c3ccccc3)noc2C)cc1OC	1%	.	-32
5	COc1c(Cl)cc(Cl)cc1CNCCO	.	-20%	-22
6	COc1ccc(Br)cc1CNC(=O)Cn1ncn2nc(-c3cccs3)cc2c1=O	-11%	.	-4
7	Cc1nn(CCC#N)c(N)c1C1(O)C(=O)Nc2c(Cl)cc(Cl)cc21 (centres undefined)	23%	2%	-29
8	COc1cccc(C=Nc2ccccc2C(=O)Nc2nccs2)c1OC	7%	6%	45
9	O=C(O)CCNC(=O)/C(=C/c1ccco1)NC(=O)c1ccco1	-24%	57%[activator]	-32
10	CC(NC(=O)CCCCCCN1C(=O)c2ccccc2C1=O)c1ccc2c(c1)CCCC2 (centres undefined)	-12%	-1%	-39
11	CCN1C[C@]2(CO)CC[C@H](OC)[C@@]34C2[C@H](OC)[C@@](O)(C13)[C@@]1(O)C[C@H](OC)[C@H]2C[C@@H]4[C@@H]1[C@H]2OC	-29%	3%	-18
12	Clc1ccc(Cn2ncc3c(NCc4ccccc4)ncnc32)c(Cl)c1	17%	.	29
13	CC(C)Nc1nc(NC(C)C)nc(N(C#N)C(C)C(=O)N(C)C)n1 (centres undefined)	40µM*	.	.
14	COC(=O)Cn1cc(C(=O)OC)cc(Br)c1=O	1%	4%	-6
15	Cc1ccc(S(=O)(=O)N2CCN(C)CC2)cc1C	-7%	0%	21

no.	AmpC detergent	Giardia FBPA inh	AmpC no deterg
1	-7%	6%	-29%
2	1%	3%	-28%
3	-2%	0%	-8%
4	-6%	.	2%
5	-2%	0%	13%
6	-4%	.	.
7	3%	-16%	-6%
8	4%	5%	-9%
9	-21%	?	-12%
10	-4%	1%	-2%
11	2%	-3%	15%
12	-17%	-2%	-12%
13	-1%	-8%	18%
14	-14%	4%	-3%
15	-7%	7%	-5%

Next section.
no.	structure	Sm TGR inh	AMA1 RON2 block	HCMV inh
16	COc1cccc(N2CC(NC(=O)c3cc4ccccc4o3)CC2=O)c1 (centres undefined)	11%	.	43
17	C/C(=N\OCC(=O)OCC(=O)N(C)c1ccccc1)c1ccc2c(c1)OCO2	2%	-9%	-4
18	O=C(NCC1CCCO1)c1ccc2c(c1)ncn2-c1cccc(F)c1 (centres undefined)	4%	1%	?
19	COc1cc(NC(=S)N2CCN(C/C=C/c3ccccc3)CC2)cc(OC)c1	-1%	-28%	-39
20	COc1ccc(COc2ccsc2C(=O)Nc2ccc(Cl)cc2)cc1	1%	-1%	31
21	Cc1ccc(N(CC(=O)N2CCN(c3ccc(F)cc3)CC2)S(=O)(=O)c2c(C)noc2C)cc1	-4%&0%	-6%	-25&-7
22	COc1ccc(N2CCOCC2)c(NC(=O)c2cc3ccccc3o2)c1	-15%	14%	70
23	Cc1ccc2nc(N3C(=O)C(O)=C(C(=O)c4ccco4)C3c3cccc(O)c3)sc2c1 (centres undefined)	-23%	13%	37
24	COc1ccc(/C=C/C(=O)N(C)CC(=O)Nc2cccc(F)c2)cc1S(=O)(=O)N1CCCCC1	7%	-16%	-5
25	O=C(CN1C(=O)C2CCCCC2C1=O)Nc1nccs1 (centres undefined)	1%	1%	?
26	C(=N\Nc1nc(N2CCCC2)nc(N2CCCC2)n1)/c1ccncc1	-4%	-7%	-8
27	CCCc1cc(=O)oc2c(C)c(OCC(=O)NCCN3CCOCC3)ccc12	1%	-11%	-28
28	COC(=O)C1(C(C[N+](=O)[O-])c2ccco2)C(=O)NCC1c1ccccc1 (centres undefined)	0%	-9%	0
29	O=C(Nc1cc(C(F)(F)F)ccc1Cl)c1cc(-c2ccc3c(c2)OCCO3)on1	-6%	.	6
30	Cc1ccc(-n2cc(-c3ccccc3)c3c(NN4CCOCC4)ncnc32)cc1	1%	-29%	?

no.	AmpC detergent	Giardia FBPA inh	AmpC no deterg
16	0%	.	.
17	4%	.	40%
18	-6%	-4%	-4%
19	?	-4%	86%[activator]
20	0%	1%	0.35µM*
21	-4%&-2%	18%	82%[activator]
22	-2%	-5%	30%
23	-11%	-25%	-56%
24	-5%	.	-4%
25	5%	2%	-13%
26	8%	0%	1%
27	?	4%	11%
28	4%	3%	8%
29	17%	.	.
30	14%	10%	352%[activator]

Continued:
no.	structure	Sm TGR inh	AMA1 RON2 block	HCMV inh
31	CC(C)OC(=O)c1nnc(Cc2ccc(F)cc2)o1	0%	-5%	-7
32	COc1ccccc1N1CCN(C(=O)Cn2ncc3c(=O)oc4ccc(C)cc4c32)CC1	-13%	.	-4
33	NC(=S)N/N=C/c1cc([N+](=O)[O-])ccc1OCCOc1ccccc1	0%	16%	58
34	COc1ccccc1NC(=O)CN1CCCCC1	10%	0%	45
35	Oc1c(C(c2ccccn2)N2CCC(Cc3ccccc3)CC2)cc(Cl)c2cccnc12 (centres undefined)	3.5µM*	-38%	-90*
36	COc1cc2c(cc1OC)[C@H](C)N(C(=O)NCc1ccccc1)CC2	-33%	-5%	40
37	Cn1c(=O)[nH]c(=O)c2c1nc(CN1CCN(c3cccc(Cl)c3)CC1)n2Cc1ccccc1Cl	-2%	-1%	13
38	COc1ccc(CNC(=O)Cc2c(C(=O)O)c(C)cn2C)cc1	1%	.	9
39	NCCCCNCCCN	3%	-3%	0
40	O=C(OC1CCCCC1=O)c1cc(=O)c2ccccc2o1 (centres undefined)	-24%	13%	34
41	COc1cccc(-c2ncnn2-c2sc3c(c2C#N)CCCCC3)c1OC	5%	.	2
42	N/C(=N\OC(=O)CCC(=O)O)c1ncc(C(F)(F)F)cc1Cl	9%	2%	-21
43	Cc1ccc(-n2ncc3c(SCC(N)=O)ncnc32)cc1C	-2%	10%	-7
44	COc1ccccc1C(=O)NCCCNC(=O)c1cnccn1	3%	8%	12
45	CCCNS(=O)(=O)c1ccc(N2CCCC2=O)c([N+](=O)[O-])c1	-5%	8%	-4

no.	AmpC detergent	Giardia FBPA inh	AmpC no deterg
31	-10%	1%	-7%
32	6%	.	.
33	?	1%	-30%
34	-4%	9%	-44%
35	1%	?	-7%
36	?	5%	-16%
37	?	0%	45µM*
38	6%	.	.
39	-2%	-5%&-13%&7%&0%&-8%	-7%
40	?	2%	-21%
41	7%	.	.
42	-8%	-2%	-3%
43	?	17%	-5%
44	-13%	6%	0%
45	?	4%	-7%

Going on with the list:
no.	structure	Sm TGR inh	AMA1 RON2 block	HCMV inh
46	O=C(Cc1ccc(Br)cc1)Nc1ccc2[nH]ncc2c1	-7%	1%	34
47	CCOC(=O)c1cc(/C(C)=N/OC(=O)c2ccc(C(C)(C)C)cc2)on1	23%	2%	-11
48	O=C(NCCN=C1NS(=O)(=O)c2ccccc21)c1ccc2nccnc2c1	-17%	73%[activator]	4
49	CCN1CCN(C(c2cccs2)C(C)NS(=O)(=O)c2ccc(C)cc2)CC1 (centres undefined)	3%	0%	3
50	O=C(Cc1ccccn1)c1ccc(O)cc1O	-4%	51%[activator]	-31
51	Cc1ccc(C)c(Oc2c(C(F)(F)F)oc3c(CN4CCN(C)CC4)c(O)ccc3c2=O)c1	-12%	.	-2
52	CC(C)C(NC(=O)c1ccc(F)cc1)C(=O)N1CCOCC1 (centres undefined)	0%	4%[11.6 µM]	0
53	COc1ccc(CCNC(=O)CCN2N=C(c3ccccc3)CCC2=O)cc1OC	2%	.	12
54	COc1ccc(-c2nc3ccccc3c(=O)n2-c2c(C)n(C)n(-c3ccccc3)c2=O)cc1	8%	14%	-21
55	CN(Cc1ccc(OC(F)F)cc1)C(=O)/C=C/c1ccc(S(=O)(=O)N2CCOCC2)cc1	.	-12%	-32
56	CCc1noc(C)c1C(=O)N(C)CC(=O)Nc1ccc(OC)cc1	5%	18%	-19
57	Cc1nnc(SCc2cc(=O)[nH]c(=S)[nH]2)s1	.	99%[activator]	-39

no.	AmpC detergent	Giardia FBPA inh	AmpC no deterg
46	?	-3%	-29%
47	2%	6%	-8%
48	-5%	0%	-20%
49	-12%	1%	0%
50	2%	4%	-20%
51	4%	.	.
52	-9%	.	-8%
53	-6%	.	.
54	1%	5%	-1%
55	.	.	149%[activator]
56	-2%	.	-2%
57	-5%	7.9µM*	-16%
